High-throughput results from PubChem.
TROY signal inh: TROY signaling inhibition | AID 1347056 | Q293 LMP1-TROYcd NF-kB luciferase reporter, 4 h | inhibition, % at 10 µM | hit rate 0.98% among 360,000;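 active = compounds whose plate-normalised and pattern-corrected inhibition of the luciferase reporter signal at the single screening dose is 50% or more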
SRC3 inh: inhibits human SRC3 coactivator; AID 588352; hit rate 0.17% among 360,000; inhibition, % at 3.6 µM; HEK293 GAL4-SRC3 luciferase reporter, luminescence; Q9Y6Q9;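 active = inhibition above a per-campaign cutoff, the mean of all compounds plus 3 SD, cut at about 60% in these data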;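 also: 0% = DMSO-treated cells and 100% = gossypol-treated cells at 36 µM; higher means less SRC3-driven luciferase light from the GAL4 reporter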
KKLEB cytotox: counter-screen for CF NF-kB inhibitors: cytotoxicity. KKLEB CF airway cells viability, ATPlite luminescence, overnight; active compounds read low; cells stimulated with P. aeruginosa culture filtrate. activity change (cytotoxicity), % at 5 µM. hit rate 0.36% among 360,000;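 active = corrected activity change at or below -50% at 5 µM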
COUP-TFII inh: inhibitors of human COUP-TFII (NR2F2) | HEK293T NGFI-A luciferase reporter, luminescence | inhibition, % at 8.6 µM | hit rate 0.7% among 370,000 | AID 686940;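 active = inhibition above a per-plate cutoff, mean inhibition of test wells between control levels plus 3 SD, cut at about 38% in these data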;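 also: cells cotransfected with COUP-TFII expression vector driving the NGFI-A reporter; 0% = median of COUP-TF2 test wells and 100% = reporter-only cells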
NCOA1 inh: inhibits human SRC1 coactivator. HEK293 GAL4-SRC1 luciferase reporter, luminescence. hit rate 0.12% among 360,000. Q15788. inhibition, % at 3.6 µM. AID 588354;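 active = inhibition above the campaign mean plus 3 SD, with each screening campaign given its own cutoff, cut at about 60% in these data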;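 also: 0% = DMSO treated cells and 100% = gossypol at 36 µM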
Target sequence (Q15788 whole entry, looked up, the tested form may be a part): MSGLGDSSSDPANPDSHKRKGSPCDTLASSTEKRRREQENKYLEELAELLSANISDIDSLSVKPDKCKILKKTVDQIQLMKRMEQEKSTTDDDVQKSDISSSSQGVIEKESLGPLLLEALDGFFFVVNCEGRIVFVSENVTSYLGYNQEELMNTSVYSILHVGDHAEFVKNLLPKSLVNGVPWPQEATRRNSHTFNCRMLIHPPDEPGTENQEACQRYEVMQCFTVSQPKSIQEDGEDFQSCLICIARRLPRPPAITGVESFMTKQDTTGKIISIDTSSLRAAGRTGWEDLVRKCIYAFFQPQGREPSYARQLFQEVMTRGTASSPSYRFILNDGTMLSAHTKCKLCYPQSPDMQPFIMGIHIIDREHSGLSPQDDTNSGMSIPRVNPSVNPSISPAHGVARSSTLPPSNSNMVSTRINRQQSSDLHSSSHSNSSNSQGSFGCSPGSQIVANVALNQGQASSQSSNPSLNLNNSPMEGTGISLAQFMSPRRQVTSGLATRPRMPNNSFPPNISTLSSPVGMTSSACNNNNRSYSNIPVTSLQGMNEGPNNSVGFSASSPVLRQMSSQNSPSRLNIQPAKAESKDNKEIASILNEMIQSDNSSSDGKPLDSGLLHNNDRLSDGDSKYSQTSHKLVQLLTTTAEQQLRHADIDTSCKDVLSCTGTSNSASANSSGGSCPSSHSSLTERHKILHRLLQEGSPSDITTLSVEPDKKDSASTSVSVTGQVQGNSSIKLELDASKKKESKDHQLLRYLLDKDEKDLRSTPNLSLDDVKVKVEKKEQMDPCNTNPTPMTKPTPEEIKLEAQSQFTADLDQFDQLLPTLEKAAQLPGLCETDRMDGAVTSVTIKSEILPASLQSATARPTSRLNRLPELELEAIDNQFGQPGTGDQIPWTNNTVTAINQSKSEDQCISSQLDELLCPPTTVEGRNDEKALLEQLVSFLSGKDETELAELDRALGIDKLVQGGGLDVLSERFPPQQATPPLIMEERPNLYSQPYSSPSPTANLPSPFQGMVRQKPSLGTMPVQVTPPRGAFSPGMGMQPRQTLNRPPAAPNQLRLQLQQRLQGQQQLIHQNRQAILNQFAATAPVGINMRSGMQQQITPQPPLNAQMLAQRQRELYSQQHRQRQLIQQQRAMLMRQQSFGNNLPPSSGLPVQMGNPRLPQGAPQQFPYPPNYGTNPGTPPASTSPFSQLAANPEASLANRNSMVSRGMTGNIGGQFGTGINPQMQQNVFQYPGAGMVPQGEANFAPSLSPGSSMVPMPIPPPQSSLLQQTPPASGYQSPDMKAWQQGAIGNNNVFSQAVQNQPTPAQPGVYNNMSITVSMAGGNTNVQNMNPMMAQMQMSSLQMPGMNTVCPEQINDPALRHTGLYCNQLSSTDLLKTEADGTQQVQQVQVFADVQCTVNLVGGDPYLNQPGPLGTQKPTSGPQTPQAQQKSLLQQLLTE
TWEAK Fn14 block: blocks TWEAK-Fn14 interaction in a reporter cell assay; TWEAK-stimulated Fn14 reporter cells, luciferase luminescence, 8 h; inhibition, % at 10 µM; hit rate 2% among 360,000; AID 1159606; in the data active = inhibition above about 50%
SRC2 inh: inhibits human steroid receptor coactivator 2; hit rate 0.17% among 370,000; HEK293 GAL4-SRC2 luciferase reporter, luminescence; inhibition, % at 9 µM; Q15596; AID 651957;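 active = inhibition above the mean inhibition of all tested compounds plus 3 SD, set per campaign, cut at about 52% in these data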;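 also: 0% = DMSO treated cells and 100% = cells given Gossypol at 36 µM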
EBV LMP1 NFkB: reduces LMP1-driven NF-kappaB luciferase signal | LMP1-induced NF-kappaB luciferase reporter cells, luminescence | inhibition, % at 12.5 µM | hit rate 0.69% among 350,000; in the data active = inhibition above about 41%;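 also: 0% = neutral control wells and 100% = reference inhibitor control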
LRH-1 inv ag: suppresses constitutive activity of human LRH-1; O00482; HEK293T StAR-luciferase reporter, LRH-1 transfected, 24 h; inhibition, % at 3.6 µM; hit rate 0.13% among 360,000;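 active = inhibition above the mean inhibition of all tested compounds plus 3 SD, cut at about 73% in these data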;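 also: 0% = DMSO wells and 100% = reporter-only cells lacking LRH-1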
C8 TRAIL sens: sensitizes caspase-8 expressing cells to TRAIL; inhibition (viability loss, TRAIL sensitization), % at 10 µM; hit rate 1% among 360,000; AID 624354; NB7+C8 cells + TRAIL, ATPlite viability luminescence;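 active = compounds causing at least 50% loss of cell viability in the single-dose screen, relative to plate controls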
CF NFkB inh: inhibitors of cystic fibrosis induced NF-kB; AID 588850; KKLEB NF-kB-GFP reporter, PAF-induced, GFP fluorescence overnight; hit rate 0.86% among 360,000; inhibition, % at 5 µM;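 active = at least 50% inhibition at 5 µM, scaled per plate between neutral and stimulator controls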;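 also: PAF is a Pseudomonas aeruginosa culture filtrate used as stimulus; plate controls were PAF-stimulated DMSO wells for no effect and unstimulated DMSO wells for full effect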
Starred values were filed as active, the others as inactive; / = not tested or not shown.

SMILES | TROY signal inh | SRC3 inh | KKLEB cytotox | COUP-TFII inh | NCOA1 inh | TWEAK Fn14 block | SRC2 inh | EBV LMP1 NFkB | LRH-1 inv ag | C8 TRAIL sens | CF NFkB inh
CCN(CC)C(=O)C1CC(=O)OC12CCCCC2 (stereo not drawn) | -0.6 | -14.3 | -2.1 | -6.1 | -57.9 | -7.5 | -6.9 | 13.4 | 3.9 | 8.1 | 8.3
O=C(Nc1ccccc1C(=O)NC1CC1)c1ccccc1F | -2.3 | 3.1 | -7.5 | 10.6 | 3.4 | 2.7 | -12.0 | 4.0 | 20.5 | -3.6 | 9.2
CC1CCCCC1NC(=O)CN1CCC(O)(c2ccc(F)cc2)CC1 (stereo not drawn) | -5.9 | 15.0 | 5.0 | 3.5 | -0.1 | -1.1 | -3.8 | 2.6 | 15.7 | -0.7 | -7.9
CCOC(=O)c1sc(NC(=O)COC(=O)CNC(=O)C2CCCCC2)c(C(=O)OCC)c1C | 11.4 | 14.1 | -0.5 | -3.0 | -7.7 | -21.4 | -4.4 | 4.6 | 15.0 | -2.0 | -2.5
Cc1cccc(N2CCN(C(=O)Cn3ccc4ccccc4c3=O)CC2)c1C | 18.7 | -5.5 | -1.4 | 6.5 | 4.7 | 7.2 | 9.3 | 13.8 | -15.5 | 20.5 | 6.8
C/C(=N/OC(=O)c1ccc(C)cc1)C(=O)c1ccc(Br)cc1 | 7.8 | 10.8 | 2.8 | -1.1 | 1.4 | 12.4 | -57.4 | 5.3 | 0.7 | -9.1 | -8.6
CCCCN(C)C(=O)C1CCC(=O)N(c2cc(OC)c(OC)c(OC)c2)C1c1ccc(OC)cc1 (stereo not drawn) | 0.7 | 13.7 | -2.8 | -11.5 | -5.3 | -5.6 | 16.2 | -7.5 | 11.0 | -0.7 | -0.9
NNC(=O)Cn1nnc(-c2ccc(C(F)(F)F)cc2)n1 | -1.2 | 3.4 | 4.1 | -7.2 | -24.8 | -6.1 | -10.2 | / | 26.1 | 5.6 | 5.6
COc1cccc(CN2CCN(C(=O)Nc3ccc([N+](=O)[O-])cc3)CC2)c1 | -16.4 | 6.1 | -4.2 | 14.8 | 5.5 | -3.5 | -7.6 | -13.6 | 0.0 | 2.7 | 15.9
CCCCSc1nnc2c(n1)[nH]c1ccccc12 | -71.7 | -72.9 | 5.7 | -27.4 | -83.3 | 9.3 | -60.4 | -4.1 | -132.8 | 46.4 | -15.2
Cc1ccc(S(=O)(=O)NCCC(=O)N2CCN(S(=O)(=O)c3cccc(F)c3)CC2)cc1C | -6.5 | 13.5 | -0.5 | -2.1 | -10.0 | -19.3 | 22.5 | 5.8 | 17.1 | -7.9 | 8.4
O=C(NCc1ccccc1)C(c1cccnc1)N(C(=O)c1ccccn1)c1cccc(F)c1 (stereo not drawn) | -2.1 | -2.1 | 3.8 | 14.4 | -10.2 | 0.7 | 0.2 | -5.5 | 0.3 | 11.4 | -31.5
CSc1ncc(Cl)c(C(=O)Nc2ccccc2Br)n1 | -9.1 | 17.2 | -16.7 | 18.9 | 11.6 | -19.3 | -5.8 | 0.0 | 17.8 | -2.6 | -15.7
O=C(NCCC1=CCCCC1)Nc1ccc2nsnc2c1 | -8.9 | -82.9 | -0.2 | -36.1 | -81.4 | 17.7 | -34.5 | 6.7 | -136.6 | 37.3 | -2.2
Cc1cccc(NC(=O)Cn2c(=O)oc3ccccc32)c1C | 12.4 | 1.8 | 0.4 | 8.7 | 4.2 | 14.1 | 4.2 | -1.4 | -9.3 | -6.3 | -14.8
O=[N+]([O-])c1ccc(O)c(/C=N/n2cnc3ccccc32)c1 | 12.7 | -12.5 | 6.7 | 0.8 | -32.3 | 34.7 | -13.0 | -3.9 | -38.4 | 5.4 | 19.9
CCCOc1ccc(/C=N/NC(=O)C2CCCN2S(=O)(=O)c2ccc(Cl)cc2)cc1 (stereo not drawn) | 12.5 | -3.6 | -4.6 | -16.8 | 5.4 | 27.0 | -10.1 | -9.5 | 25.8 | 20.8 | 10.4
CC(=O)CCN1CCOCC1 | -0.4 | -0.2 | 1.0 | -6.7 | -9.8 | -7.4 | -4.8 | -4.3 | 5.2 | -4.5 | 22.6
CC(=O)c1c(N2CCC(C(N)=O)CC2)nc(=S)n(-c2ccccc2)c1C | -17.3 | 20.1 | -11.9 | 3.3 | 0.0 | -2.0 | 11.2 | -2.5 | 14.3 | -8.9 | -18.3
COc1ccc(CNC(=O)CNC(c2ccccc2)c2ccccc2)cc1OC | -5.9 | -15.2 | -1.5 | 3.1 | -0.3 | 8.5 | -4.6 | -0.8 | -6.2 | -3.3 | 2.9
COc1ccc(CCN(Cc2ccc(C(C)C)cc2)S(=O)(=O)c2ccc(S(=O)(=O)N(C)C)cc2)cc1OC | 8.5 | 19.5 | -27.9 | 2.0 | -2.9 | -28.9 | 5.2 | -1.7 | -14.7 | -6.7 | 28.2
O=C(O)c1cc2cccc(S(=O)(=O)N3CCCCC3)c2cc1O | 5.0 | -7.3 | 5.3 | -0.6 | 3.8 | 12.5 | -53.4 | -5.3 | -2.2 | -5.4 | -14.0
CCOC(=O)[C@]12CCC=C1N(Cc1ccccc1)C(=O)[C@H](CC(=O)NCc1cccc3ccccc13)C2 | -1.5 | / | / | -7.3 | / | 12.3 | -7.4 | / | 1.4 | -8.1 | /
CCn1c(SCC(=O)Nc2ccc3c(c2)OCO3)nc2c1c(=O)n(C)c(=O)n2C | -8.5 | 2.4 | -4.3 | 2.7 | -3.9 | 11.4 | 14.2 | 1.9 | 15.3 | 1.8 | -2.5
Cc1cccn2c(=O)c3cc(C(=O)NCC4CCCO4)c(=N)n(Cc4ccc(F)cc4)c3nc12 (stereo not drawn) | -6.8 | 0.3 | -1.0 | 3.9 | 8.2 | -20.0 | 32.5 | -5.6 | 3.1 | -15.9 | 11.6
COc1ccc(Br)c(C(=O)OCC(=O)NC2CCCCCC2)c1 | -11.0 | 11.2 | 2.5 | 5.2 | -0.9 | 2.7 | -33.1 | -2.0 | -6.8 | -5.1 | 32.9
CCc1ccc(NC(=O)C2CCN(C(=O)N3CCOc4ccccc43)CC2)cc1 | -2.2 | 10.5 | -4.0 | 7.0 | 8.4 | -8.6 | 4.2 | -10.0 | 8.7 | -5.9 | 13.3
CCOC(=O)C1CCCN(S(=O)(=O)c2cc(C(=O)OC)n(C)c2)C1 (stereo not drawn) | 7.0 | 9.1 | -16.8 | 24.2 | -5.5 | 15.7 | -7.0 | 2.6 | 10.8 | 4.6 | -9.9
Cc1ccc(CNC(=O)C(C)C2Sc3ccccc3NC2=O)cc1 (stereo not drawn) | -2.8 | 10.9 | -4.6 | -5.8 | 3.5 | -5.5 | 5.1 | -6.8 | -22.4 | -9.3 | 6.4
CN(C)S(=O)(=O)c1ccc2oc(SCC(=O)c3c(N)n(C4CC4)c(=O)[nH]c3=O)nc2c1 | 1.3 | 2.4 | -0.8 | -11.5 | 3.8 | 7.7 | 0.1 | 11.4 | 13.3 | 31.0 | 8.2
CCOC(=O)c1cc(CC)sc1NC(=O)c1ccc([N+](=O)[O-])c(N2CCOCC2)c1 | -3.3 | 13.7 | -28.0 | 15.0 | -29.1 | -58.0 | -0.7 | 11.0 | 2.3 | -5.8 | 23.4
Cc1cc(C)c(NC(=O)CN2CCN(S(=O)(=O)c3ccc4c(c3)OCCO4)CC2)c(C)c1 | 11.1 | 4.3 | 9.2 | 1.9 | 13.1 | -23.5 | 3.3 | -0.8 | -14.6 | -1.8 | -1.2
O=C(c1cccc(Br)c1)N1CCN(C(=O)c2cccc(Br)c2)CC1 | 16.1 | 11.2 | 12.0 | -4.9 | -4.8 | 0.1 | 10.6 | 2.4 | 3.6 | -12.9 | -0.5
COC(=O)C1=C(NC(=O)COc2ccc3ccccc3c2)CCS1 | -17.5 | 13.3 | -5.9 | 2.9 | -0.7 | 1.1 | 1.8 | -5.5 | -24.3 | -13.2 | 9.5
N[C@@H](Cc1ccccc1)C(=O)N1CCC(C(=O)NCC(=O)Nc2ccc(F)cc2)CC1 | -11.0 | -2.1 | -4.2 | -13.5 | 1.7 | -6.1 | 10.8 | -10.0 | -20.1 | -12.6 | -2.7
CCn1c(CNC(=O)c2ccccc2F)nnc1SCCOc1ccccc1 | 1.6 | 14.4 | 2.8 | -12.8 | -3.3 | 9.7 | 19.2 | -1.0 | 7.5 | 2.2 | -6.9
C=CCn1c(SC)nc2sc3c(c2c1=O)CCc1ccccc1-3 | -7.5 | -6.1 | 8.2 | -16.1 | -19.2 | -17.5 | 7.6 | 6.9 | -14.4 | -0.4 | 1.5
c1coc(CNc2nc3sc4c(c3c3ncnn23)CCCC4)c1 | -9.5 | 12.8 | -11.3 | 14.3 | -12.0 | -28.6 | 4.6 | -5.6 | -4.0 | -11.1 | 13.9
CN1CCN(C(=S)NC(=O)c2ccc(Cl)cc2)CC1 | -1.0 | -5.0 | 11.2 | -1.1 | 1.6 | 9.5 | -1.8 | -6.6 | 5.6 | -10.6 | -33.2
Cc1ccc(NC(=O)NCc2ccccn2)cc1 | -25.2 | -7.4 | 15.3 | -4.7 | -5.7 | -12.9 | -1.3 | -1.3 | -15.3 | 3.0 | -16.9
Cn1c(SCC(=O)Nc2sccc2C#N)nnc1-c1ccccc1 | 0.0 | 12.0 | -0.7 | 0.6 | -20.5 | -4.2 | -14.1 | -7.4 | 8.9 | -9.2 | -9.5
Cc1ccccc1-n1ncc2c1CC(C)(C)CC2NC(=O)C1CCC1 (stereo not drawn) | -14.5 | 11.7 | 7.9 | -3.6 | -10.2 | 7.5 | -11.9 | 3.0 | -25.7 | -5.5 | -1.7
Cn1nc(C(=O)NCCN2CCOCC2)c2ccccc2c1=O | -0.4 | 4.2 | -28.1 | -4.1 | -21.3 | 11.2 | 1.2 | 10.0 | 2.5 | 5.2 | 1.4
CC(=O)Nc1ccc(C(=O)NC2CCCC2)cc1 | -8.6 | -38.5 | -1.3 | -9.1 | -13.4 | 3.1 | -12.9 | 12.4 | -14.6 | -14.2 | 0.8
COc1ccc(C2C(C(=O)c3ccco3)=C(O)C(=O)N2CCc2ccccc2)cc1OC (stereo not drawn) | -25.0 | -12.5 | 0.0 | 6.8 | -43.2 | -2.5 | -16.1 | -6.0 | 17.3 | -5.6 | -2.5
COC(=O)c1ccc(COc2ccc(NC(C)=O)cc2)o1 | 5.1 | -11.9 | -12.3 | -37.1 | 0.7 | -7.5 | 0.3 | -1.6 | -3.3 | 17.5 | 4.1
COc1cccc(OCc2cc(C(=O)N(C)CCOc3ccc(C)cc3)no2)c1 | -14.0 | -53.5 | 3.4 | -28.7 | -80.3 | -34.6 | -37.2 | -24.3 | -32.7 | 11.6 | 2.7
O=C(CCn1cccn1)Nc1ccc2c(c1)OCO2 | -20.3 | -3.7 | 5.6 | -7.8 | 1.6 | -4.6 | -33.0 | -18.3 | -36.9 | -4.5 | -13.2
